Screening data: PubChem BioAssay, National Center for Advancing Translational Sciences (NCATS)
a7 integrin act: activates integrin-mediated alleviation for muscular dystrophy; Potency, µM (doses to about 38.3 µM), inactives show at the top dose activation, most hits filed as activators; 0.064% of 350,000 active; alpha7betagal myoblasts, beta-gal FDG fluorescence, 48 h; AID 624291;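 further: potency means the concentration at half of the fitted maximal effect; 100% = response of the positive control SU9516; nearly all actives have a fitted effect of over 60% in size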
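Alpha7betagal+/- myoblasts (passage 13) were plated 16-24 hr, then exposed to compounds (1:260 dilution of DMSO stock) for 48 hours at 37C. After MPER lysis, β-galactosidase reporter activity was read as FDG fluorescence (ex 480/em 540) after 30 minutes.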
MBNL1-CUG inh: MBNL1-poly(CUG) RNA binding inhibition; Q9NR56; TR-FRET MBNL1-His/biotin-(CUG)12 binding, 665/545 ratio; Potency, µM (highest dose often 57.5 µM), for inactives: at the top dose activity change, negative = inhibition, usual class: inhibitors; 0.036% of 280,000 active; active means well fitted inhibition curve with a large enough effect in the signal ratio, with a control signal flat, not every such curve was filed as active; inconclusive means small, poorly fitted or top-dose-only effect, or effect the other way, or a change in a side signal; inactive means no such curve, though single readings can be large or run the other way; the % refers to the signal ratio; further: potency means the concentration at half of the fitted maximal effect; on the % scale 0 is the no-effect control and ±100 the full control effect
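His-tagged MBNL1 binding to biotinylated (CUG)12 RNA was measured by TR-FRET using terbium anti-His antibody (0.055 ng/ul final) and streptavidin-XL665 (5 nM final). Compounds were titrated 92 nM to 58 uM; 60 min at room temperature.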
AT treatment: potential ataxia-telangiectasia treatment; […] A-T fibroblasts, KAP-1 phosphorylation AlphaLISA; neocarzinostatin DNA damage 30 min before lysis; Potency, µM (titrated, usually from 57.5 µM), inactives show at the top dose activation, hits mostly activators; 0.19% of 320,000 active; further: potency means the concentration at half of the fitted maximal effect; % of control where 0% means no effect; nearly all actives have a fitted effect of over 45% in size
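ATM-like activity read as KAP-1 phosphorylation via AlphaLISA donor/acceptor antibody pairs after lysis and 6 hr at 25C. Cells were ATM-null patient fibroblasts ([…], hTERT), dosed 60 min, then exposed to the DSB inducer NCS for 30 min.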
CXXC DNA block: blocks binding of human MLL CXXC domain to DNA; Q03164; MLL-CXXC / FITC-HOXA9 DNA fluorescence polarization; Potency, µM (series often up to 115 µM), inactives show top-dose activity change, negative = inhibition, usual class: inhibitors; 0.037% of 290,000 active; AID 2662; active means well fitted inhibition curve with a large enough effect in the polarisation, with a control signal flat, not every such curve was filed as active; inconclusive means small, poorly fitted or top-dose-only effect, or effect the other way, or a change in a side signal; inactive means no such curve, though single readings can be large or run the other way; the % refers to the polarisation; further: potency means the concentration at half of the fitted maximal effect
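Fluorescence polarization: 7 uM MLL-CXXC (stock) preincubated 5 min with compounds, then 50 nM fluorescein-HOX-A9 DNA (stock) added; 30 min ambient. Buffer 50 mM Tris-HCl pH 7.5, 50 mM NaCl, 1 mM DTT, 0.05% BSA.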
ASM inhibitor: human S-ASM enzyme inhibition; P17405; placental ASM, HMU-PC fluorogenic substrate, 60 min; Potency, µM (titrated, usually from 57.5 µM), inactives show top-dose activity change, negative = inhibition, actives largely listed as inhibitors; 0.006% of 340,000 active; AID 504937; further: potency means the concentration at half of the fitted maximal effect
Target sequence (P17405 47-631 limits assumed): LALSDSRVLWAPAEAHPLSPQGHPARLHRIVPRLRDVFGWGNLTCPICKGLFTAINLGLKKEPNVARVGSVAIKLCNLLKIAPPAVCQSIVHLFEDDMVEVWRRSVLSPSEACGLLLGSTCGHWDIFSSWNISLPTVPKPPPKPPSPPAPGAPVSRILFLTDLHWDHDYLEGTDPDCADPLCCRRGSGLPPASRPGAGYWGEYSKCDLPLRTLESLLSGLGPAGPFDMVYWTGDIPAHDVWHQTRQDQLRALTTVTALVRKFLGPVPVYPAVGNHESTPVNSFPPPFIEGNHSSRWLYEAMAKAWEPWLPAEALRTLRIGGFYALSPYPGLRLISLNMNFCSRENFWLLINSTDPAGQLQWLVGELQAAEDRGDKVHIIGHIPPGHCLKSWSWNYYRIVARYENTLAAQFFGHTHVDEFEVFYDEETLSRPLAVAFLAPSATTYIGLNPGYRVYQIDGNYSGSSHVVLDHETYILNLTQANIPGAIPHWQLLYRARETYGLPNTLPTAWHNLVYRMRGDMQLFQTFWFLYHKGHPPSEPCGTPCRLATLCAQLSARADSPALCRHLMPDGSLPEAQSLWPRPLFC
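qHTS format. ASM enzyme prepared from human placenta hydrolyses the fluorogenic substrate HMU-PC0 (9 uM final) over 60 min at 37 °C after a 10 min compound preincubation.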
Menin-MLL TR inh: displaces Texas Red mutant MLL peptide from human menin; 0.23% of 270,000 active; O00255; AID 1768; Menin + Texas Red MLL mutant peptide, fluorescence polarization; Potency, µM (series often up to 61.6 µM), for inactives: at the top dose FP activity change, negative = inhibition, hits mostly inhibitors; active means well fitted inhibition curve with a large enough effect in the polarisation, with a control signal flat, not every such curve was filed as active; inconclusive means small, poorly fitted or top-dose-only effect, or effect the other way, or a change in a side signal; inactive means no such curve, though single readings can be large or run the other way; the % refers to the polarisation; further: potency means the concentration at half of the fitted maximal effect; % of control where 0% means no effect; many of its hits are not listed in these tables
Mito fusion yeast: inhibitors of mitochondrial division or activators of mitochondrial fusion | S. cerevisiae fusion-defective mutant growth rescue, CellTiterGlo 48 h | Potency, µM (top dose mostly 46.1 µM), without a hit: at the highest dose growth rescue (activation), actives largely listed as activators | 0.23% of 320,000 active | AID 485298;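 further: potency means the concentration at half of the fitted maximal effect; % of control where 0% means no effect; nearly all actives have a fitted effect of over 45% in size; temperature-sensitive fusion mutants such as fzo1-1 at 37 °C on non-fermentable ethanol glycerol medium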
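Growth-rescue viability read-out: after 48 h at the non-permissive 37C in glycerol/ethanol YPEG, yeast mitochondrial fusion mutants are measured by CellTiterGlo luminescence; compounds (23 nl pinned per well) restoring growth score as division inhibitors or fusion activators.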
TCR activator: activates T cell receptor signaling. Potency, µM (doses to about 9.22 µM), without a hit: at the highest dose activation of IL-2 secretion, hits mostly activators. 330,000 tested, under 10 active. primary human leukocytes, anti-CD3, IL-2 HTRF, 48 h; further: % of control where 0% means no effect
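Using a-CD3 beads without co-stimulation, primary human leukocytes were exposed to compounds for 48 hr. An HTRF IL-2 kit measured the cytokine, with europium-to-d2 energy transfer producing emission at 665nm upon 320nm excitation.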
TSHR antag: antagonists of human thyroid stimulating hormone receptor; P16473; TSHR-expressing cells, TSH-stimulated cAMP HTRF, 2 h; stronger effect = lower value; activity change, negative = inhibition, % at 11.5 µM; 0.2% of 330,000 active;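 active means activity change below a set negative limit, meaning inhibition stronger than a set level, cut at about -70% in these data; inconclusive means activity change between two set negative limits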; further: on the % scale 0 is the no-effect control and ±100 the full control effect
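Freshly harvested TSHR cells receive pin-tooled compound, then EC80 TSH at 4nM final. After 2 hours at 37 deg C, antibody in lysis buffer and cAMP-d2 are added; 30 minutes at ambient temperature precede the HTRF read.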
TSG101-PTAP inh: blocks PTAP/TSG101 interaction to inhibit HIV-1 budding; Q99816; Fluorescence polarization, FITC-PTAP peptide / Tsg101 binding; Potency, µM (highest dose often 115 µM), inactives show top-dose activity change, negative = inhibition, most hits filed as inhibitors; 340,000 tested, under 10 active; AID 493005; active means well fitted inhibition curve with a large enough effect in the main read-out, with a control signal flat, not every such curve was filed as active; inconclusive means small, poorly fitted or top-dose-only effect, or effect the other way, or a change in a side signal; inactive means no such curve, though single readings can be large or run the other way; further: potency means the concentration at half of the fitted maximal effect; % of control where 0% means no effect
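Fluorescence anisotropy tracks displacement of a FITC-tagged PTAP peptide (50 nM) from the Tsg101 binding domain (10 uM), following a 20 min room-temperature incubation at pH 7.5.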
* marks the source's active call; other numbers are inactive results; i = inactive; ? = inconclusive; · = not tested or not shown; [ ] = dose if it differs, or a comment. Unless noted, the call rests on the fitted dose curve; in most records, active means well fitted curve in the direction sought with a large enough effect; inconclusive means small, poorly fitted or top-dose-only effect, or another doubt; inactive means no such curve, though single readings can be large; an effect the other way counts as inactive or inconclusive. Only part of the results is shown, so the mix of outcomes need not match the whole.

Values run as follows: a7 integrin act	MBNL1-CUG inh	AT treatment	CXXC DNA block	ASM inhibitor	Menin-MLL TR inh	Mito fusion yeast	TCR activator	TSHR antag	TSG101-PTAP inh
1. O=C1CCC(=O)N1c1cccc(-c2nc3ccccc3o2)c1
 : -28.1%	?	8.6%	0.5%	2.5%	?	-1.9%	0.2%	6.7	-0.5%
2. CCS(=O)(=O)NCCc1ccc(OC)c(OC)c1
 : -1.5%	-1.1%	-4.2%	-4.0%	0.7%	7.6%	-4.9%	-2.6%	13.9	-3.9%
3. CCOC(=O)N1CCN(C(=O)COc2cc(=O)n(CC)c3ccccc23)CC1
 : 8.5%	5.3%	-0.9%	-7.4%	2.3%	?	-0.2%	2.3%	-5.2	-1.1%
4. Cc1ccc(S(=O)(=O)NCC(=O)OCc2nnc(-c3ccccc3)o2)cc1
 : 10.3%	-1.8%	4.0%	0.6%	2.4%	·	-1.1%	-2.1%	-14.2	-1.3%
5. CC1(C(=O)N(CC(=O)NC2CCCC2)Cc2ccccc2)CC(=O)N=C2C=CC=CN21 (configuration not stated)
 : 22.1%	-1.9%	-4.5%	1.4%	40.8%[activator]	8.6%	2.3%	2.2%	8.7	-1.1%
6. CC(OC(=O)C1=COCCO1)C(=O)NC(C)c1ccc(Cl)cc1Cl (configuration not stated)
 : 3.2%	·	3.4%	·	·	·	13.8%	-6.4%	8.8	-2.8%
7. COCCN1C=C(C(=O)OC)C(c2ccc(OC)c(OC)c2)C(C(=O)OC)=C1
 : 10.6%	?	20.1%	-6.1%	i	-6.3%	-4.6%	-1.2%	7.2	-3.2%
8. O=C(CCc1nc2ccccc2[nH]1)Nc1ccc(F)cc1
 : 6.0%	0.0%	-3.1%	1.4%	1.6%	12.3%	-2.5%	2.3%	-1.7	-3.0%
9. CCN(CC)CCCNc1nc(N)c([N+](=O)[O-])c(NCCO)n1
 : ?	-6.3%	5.1%	-4.4%	1.1%	·	1.9%	-11.3%	-6.9	-4.2%
10. Cc1ccc(C)c(/C=N/Nc2nc3ccccc3c(=O)n2O)c1
 : 48.6%	-1.8%	-1.5%	5.0%	16.6%	·	-1.7%	5.2%	-14.7	-3.3%
11. CCOc1cc(C2C(C#N)=C(N)Oc3n[nH]c(-c4ccncc4)c32)cc([N+](=O)[O-])c1O (configuration not stated)
 : 15.5%	?	-13.8%	19.3%	1.8%	25.7%	-10.7%	1.2%	-7.4	-2.2%
12. CC(Nc1ccc(Br)cc1)C(=O)Nc1cccc(S(=O)(=O)N2CCOCC2)c1 (configuration not stated)
 : 8.0%	·	·	·	-1.0%	·	1.5%	2.3%	-0.9	-4.7%
13. NS(=O)(=O)c1ccc(CCNC(=O)C2CC(=O)N(Cc3ccccc3Cl)C2)cc1 (configuration not stated)
 : 6.6%	·	13.9%	·	0.8%	·	-0.1%	7.2%	-17.7	-4.9%
14. COc1ccc(OC)c(S(=O)(=O)Nc2cccc(-c3ccc4nncn4n3)c2)c1
 : -13.4%	14.0%	-0.2%	-5.8%	-0.5%	0.2%	0.8%	3.7%	-8.2	-0.6%
15. CCN(CC)C(=O)c1ccc(C)c(Br)c1
 : 1.8%	-3.2%	0.0%	6.2%	1.8%	-11.4%	0.9%	9.4%	0.7	-2.6%
16. O=C1NCC2=C1C(c1ccc(Br)cc1)Nc1ccccc1N2 (configuration not stated)
 : -10.1%	8.4%	1.6%	1.5%	-3.5%	·	-5.1%	2.5%	0.2	-8.0%
17. O=C(CCC(=O)N1CCOc2ccccc21)Nc1cc(F)ccc1F
 : 18.2%	-0.8%	22.8%	·	1.6%	-11.5%	-0.6%	-0.2%	5.2	-6.9%
18. Cc1cccc(CSc2nc3c(c(=O)[nH]2)CCC3)c1
 : 0.5%	-1.0%	7.1%	-6.5%	3.9%	-3.0%	9.5%	7.2%	2.0	-3.0%
19. Cc1cccc(CSc2nc3c(c(-c4cccs4)c2C#N)CN(C)CC3)c1
 : -16.9%	18.7%	14.9%	84.6%[activator]	-1.6%	-15.9%	29.8%	-5.6%[46.1 µM]	-13.2	0.0%
20. Cc1cccc(NC(=O)CSc2nc3ccccc3nc2N2CCCC2)c1
 : -24.2%	13.4%	2.0%	·	43.6%[activator]	10.8%	-1.3%	-1.5%	-4.2	-0.2%

Compounds shown so far that have four or more nitrogen atoms, in the order listed:
Values run as follows: a7 integrin act	MBNL1-CUG inh	AT treatment	CXXC DNA block	ASM inhibitor	Menin-MLL TR inh	Mito fusion yeast	TCR activator	TSHR antag	TSG101-PTAP inh
5. CC1(C(=O)N(CC(=O)NC2CCCC2)Cc2ccccc2)CC(=O)N=C2C=CC=CN21 (configuration not stated)
 : 22.1%	-1.9%	-4.5%	1.4%	40.8%[activator]	8.6%	2.3%	2.2%	8.7	-1.1%
9. CCN(CC)CCCNc1nc(N)c([N+](=O)[O-])c(NCCO)n1
 : ?	-6.3%	5.1%	-4.4%	1.1%	·	1.9%	-11.3%	-6.9	-4.2%
10. Cc1ccc(C)c(/C=N/Nc2nc3ccccc3c(=O)n2O)c1
 : 48.6%	-1.8%	-1.5%	5.0%	16.6%	·	-1.7%	5.2%	-14.7	-3.3%
11. CCOc1cc(C2C(C#N)=C(N)Oc3n[nH]c(-c4ccncc4)c32)cc([N+](=O)[O-])c1O (configuration not stated)
 : 15.5%	?	-13.8%	19.3%	1.8%	25.7%	-10.7%	1.2%	-7.4	-2.2%
14. COc1ccc(OC)c(S(=O)(=O)Nc2cccc(-c3ccc4nncn4n3)c2)c1
 : -13.4%	14.0%	-0.2%	-5.8%	-0.5%	0.2%	0.8%	3.7%	-8.2	-0.6%
20. Cc1cccc(NC(=O)CSc2nc3ccccc3nc2N2CCCC2)c1
 : -24.2%	13.4%	2.0%	·	43.6%[activator]	10.8%	-1.3%	-1.5%	-4.2	-0.2%
